Screening data (PubChem)
BLM inh: blocks DNA unwinding by human BLM helicase; P54132; recombinant BLM DNA unwinding, fluorescence dequenching; Potency, µM (top dose mostly 56.1 µM), for inactives: top-dose activity change, negative = inhibition, hits mostly inhibitors; hit rate 0.2% among 350,000; AID 2528;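 note: potency is the fitted concentration of half-maximal effect; plate controls were vehicle for no effect and no enzyme for full effect; nearly all actives have a fitted effect of over 35% in size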
Pol kappa inh: blocks human DNA polymerase kappa activity | Potency, µM (highest dose often 107 µM), for the others: top-dose activity, negative = inhibition, usual class: inhibitors | hit rate 0.53% among 400,000 | purified Pol kappa, fluorescent DNA synthesis assay, 10 min | Q9UBT6; note: potency is the fitted concentration of half-maximal effect; % is set by controls: 0 for no effect and ±100 for the full control effect
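Readout: fluorescence, taken kinetically at 0 and 10 min. Conditions: 10 nM Pol kappa, 15 min RT compound preincubation, 50 nM substrate final. Controls: enzyme-free buffer wells.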
PGK inhibitor: T. brucei PGK inhibition; Potency, µM (doses to about 57.5 µM), without a hit: at the top dose activity change, negative = inhibition, hits mostly inhibitors; hit rate 0.043% among 380,000; PGK/GAPDH coupled, Kinase-Glo luminescence, 60 min; note: potency is the fitted concentration of half-maximal effect; % is set by controls: 0 for no effect and ±100 for the full control effect; nearly all actives have a fitted effect of over 60% in size
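Recombinant glycosomal PGK reaction used 1,3-bisphosphoglycerate generated in-well by GAPDH (100nM final) in 100mM TEA pH 7.6, 5mM MgCl2, 0.01% Tween-20. After 60 minutes at room temperature, ATP was read by Kinase-Glo Plus luminescence end-point.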
APE1 inh: inhibitors of human APE1 endonuclease; Potency, µM (top dose mostly 65.8 µM), inactives show at the top dose activity change, negative = inhibition, actives largely listed as inhibitors; P27695; hit rate 0.35% among 350,000; recombinant APE1, TAMRA/BHQ-2 abasic DNA cleavage fluorescence; AID 2517;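 note: potency is the fitted concentration of half-maximal effect; plate controls were vehicle for no effect and reference inhibitor for full effect; nearly all actives have a fitted effect of over 55% in size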
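Incision of a quenched TAMRA/BHQ-2 THF abasic-site duplex (50 nM) by 0.75 nM APE1, after 15 min compound preincubation, measured as fluorescence increase over three 60 s reads. Values normalized to buffer, DMSO and NSC13755 control wells.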
Pol beta inh: DNA polymerase beta (human) inhibition. P06746. Pol beta primer extension/strand displacement, fluorescence kinetic. Potency, µM (highest dose often 114 µM), inactives show at the highest dose activity change, negative = inhibition, usual class: inhibitors. hit rate 1.3% among 340,000; note: potency is the fitted concentration of half-maximal effect; % is set by controls: 0 for no effect and ±100 for the full control effect
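Pol beta (10 nM) was preincubated with compound for 15 min at room temperature. The reaction was then started with 50 nM substrate and read immediately and after a further 10 min at room temperature.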
RXFP1 antag: antagonists of human relaxin receptor RXFP1; AID 1259400; activity change, negative = inhibition, % at 57.5 µM; HEK293-RXFP1, relaxin-stimulated cAMP HTRF, 30 min; hits give low values; hit rate 0.59% among 350,000; Q9HBX9;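 active = activity change of -60% or lower, but not beyond a set lower limit; inconclusive = change between -60% and -40%, or beyond the set limit; inactive = change above -40%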; note: % is set by controls: 0 for no effect and ±100 for the full control effect
Anesthetic bind: candidate novel general anesthetic via apoferritin binding. P02791. apoferritin/1-aminoanthracene competitive binding, fluorescence. Potency, µM (titrated, usually from 77.5 µM), inactives show at the highest dose activity change, negative = displacement, usual class: inhibitors. hit rate 0.074% among 350,000. AID 485281; note: potency is the fitted concentration of half-maximal effect; % is set by controls: 0 for no effect and ±100 for the full control effect; nearly all actives have a fitted effect of over 20% in size
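In PBS, apoferritin at 10 uM is loaded with 1-AMA from a 50% saturated solution. After 10 min of compound exposure at ambient temperature, reduced 535 nm fluorescence indicates probe displacement.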
Pol eta inh: DNA polymerase eta (human) inhibition; Q9Y253; recombinant Pol eta, fluorescent DNA replication assay; Potency, µM (top dose mostly 114 µM), for inactives: at the top dose activity change, negative = inhibition, usual class: inhibitors; hit rate 1.2% among 390,000; AID 588591; note: potency is the fitted concentration of half-maximal effect; % is set by controls: 0 for no effect and ±100 for the full control effect
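Pol eta (10 nM) was preincubated with compounds for 15 min at room temperature, after which fluorescent replication substrate (50 nM final) was added to start the reaction. Fluorescence was read kinetically at 0 and 10 min.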
Pol iota inh: blocks human DNA polymerase iota activity; Pol iota fluorescent replication assay, 10 min; Q9UNA4; Potency, µM (top dose mostly 115 µM), without a hit: at the top dose activity, negative = inhibition, hits mostly inhibitors; hit rate 1% among 390,000; note: potency is the fitted concentration of half-maximal effect
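Pol iota at 10 nM preincubated 15 min with compounds at room temperature; reaction started with fluorescent substrate, 50 nM final. Fluorescence read kinetically at 0 and 10 min; buffer-only wells as negative control.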
Active calls of the source: *; i = inactive; ? = inconclusive; · = no result given; & = joins results of further samples; [ ] = another dose, or the depositor's remark. Unless noted, calls come from the whole dose curve; as a rule, active = well fitted curve in the direction sought with a large enough effect; inconclusive = small, poorly fitted or top-dose-only effect, or another doubt; inactive = no such curve, though single readings can be large; an effect the other way counts as inactive or inconclusive.

SMILES	BLM inh	Pol kappa inh	PGK inhibitor	APE1 inh	Pol beta inh	RXFP1 antag	Anesthetic bind	Pol eta inh	Pol iota inh
CCOc1ccc(CCNC(=O)CCc2c(C)nc3c(c(C)nn3-c3ccc(C)c(C)c3)c2C)cc1	-2%	-7%	12%	·	0%	·	-8%	-23%	16%
Clc1cccc(C[n+]2cc(-c3ccccc3)n3c2CCC3)c1	-14%	0%	-5%	0%	57%	0	2%	-14%	19%
O=c1cc(CSc2ccccc2)[nH]c2ccccc12	-1%	-21%	-1%	6%	35%	2	3%	-4%	-7%
COc1cc(O)c2c(c1)O[C@H](c1ccccc1)CC2=O	-6%	10%[60.1 µM]	·	-3%	·	·	-13%	·	·
NS(=O)(=O)c1ccc(CCNC(=O)CN2CCN(c3ccccc3F)CC2)cc1	5%	3%	-10%	6%	0%	9	-3%	-6%	5%
Cc1nnc(SCC(=O)NC2CC2)n1CC1CCCO1 (stereo not given)	-4%	4%	-1%	9%	-17%	-2	-1%	-11%	5%
CCN(CC1COc2ccccc2O1)C(=O)CN1C(=O)NC(C)(c2ccc(C)cc2)C1=O (stereo not given)	·	-2%	i	40%	·	-4	·	-19%	3%
Cc1cccc(Oc2ccc(NC(=O)c3ccccc3C(=O)O)cc2)c1C	-9%	-11%	7%	-1%	?	-11	?	-13%	16%
CN1C(C(=O)N2CCc3ccccc3C2)=CC(c2ccc(F)cc2)=NS1(=O)=O	-8%	-7%	-1%	18%	0%	10	-5%	-15%	9%
Cc1cccn2cc(CNC(=O)c3ccco3)nc12	-1%	-20%	2%	-10%	11%	9	-7%	-18%	2%
CCOC(=O)C1=C(C)N(CCO)C(=O)NC1c1ccccc1 (stereo not given)	-1%	-12%	i	13%	25%	-3	-6%	-1%	?
C=CCn1c2ccccc2c2nnc(SCc3ccc4nonc4c3)nc21	-3%	-2%	-1%	7%	-21%	4	5%	-8%	11%
Cc1cc(C)cc(NS(=O)(=O)c2ccc(NC(=S)Nc3ccccc3)cc2)c1	-2%	-2%	0%	5%	11%	-5	?	-9%	13%
CCOC(=O)Nc1ccc2ncn(C)c(=O)c2c1	-5%	-9%	7%	?	22%	·	-12%	-10%	5%
Cc1ccccc1NS(=O)(=O)c1cc2c3c(c1)C(C)C(=O)N3CCC2 (stereo not given)	-5%	-6%	6%	-8%	60%	-39	2%	4%	3%
CC12CCC(C(=O)N(CSC(=S)N/N=C\c3ccccc3Cl)C1=O)C2(C)C (stereo not given)	-7%	-5%	-10%	3%	-19%	-65*	?	-10%	39%[activator]
O=C(Oc1ccc(C(=S)N2CCOCC2)cc1Cl)c1ccccc1F	-6%	-12%	-5%	7%	17%	0	?	3%	-6%
CC(=O)Oc1ccc2c(c1OC(C)=O)OCC1(O)Cc3c(cc(OC(C)=O)c(OC(C)=O)c3OC(C)=O)C21 (stereo not given)	-4%	?	·	?	·	·	-6%	·	·
CC1CCN(C2CC(=O)N(c3ccccc3)C2=O)CC1 (stereo not given)	-3%	7%	-6%	-8%	-9%	10	-6%	-17%	29%
O=[N+]([O-])c1cc(Cl)cc(/C=N/n2cnnc2)c1O	-1%	-18%	-5%	0%	10%	-5	-6%	10%	139%[activator]
O=C1CCC(C(=O)N2CCCC(Nc3ccc(F)cc3)C2)=NN1 (stereo not given)	-3%	-4%	-3%	18%	9%	-9	-8%	5%	34%[activator]
CN(CC(=O)Nc1ccccc1Br)C(=O)c1cccn1C	·	-3%	-10%	2%	·	-10	·	-14%	18%
COc1ccccc1NC(=O)c1cc2ccc3cccnc3c2[nH]1	-7%	-7%[60.1 µM]	-5%	·	-24%	-71*	-19%	-19%	3%
COc1ccc(/C=C2\SC(=NCc3ccccc3)N(Cc3ccccc3)C2=O)cc1OC	-3%	-7%	-1%	-2%	2%	-9	-10%	-12%	12%
CN(C)C(=N)c1n[nH]nc1SCc1ccccc1	-1%	-8%	-7%	-1%	8%	-21	-2%	-5%	36%
C=C(C)CN=C1SC(C(=O)Nc2sc3c(c2C(=O)OC)CCC3)C(N)=C1C(N)=O (stereo not given)	-16%	3%	-4%	-1%	4%	·	-16%	-27%	13%
O=C(c1ccc2c(c1)OCO2)C1CCCN(C2CCN(CCc3ccccc3)CC2)C1 (stereo not given)	5%	-3%	2%	3%	0%	-11	-13%	-3%	-11%
C=CCNC(=O)C1CC(=O)N(c2ccc(OCC(=O)Nc3ccc(OC)cc3)cc2)C1 (stereo not given)	-3%	-3%	11%	15%	-25%	-4	4%	-5%	20%
CCOC(=O)c1ccc(NC(=O)CSc2nncn2-c2cccnc2)cc1	1%	-5%	9%	-2%	44%	1	-8%	-10%	26%
CCCCCOc1ccccc1C(=O)NCCC(=O)O	4%	-3%	i	?	25%	-9	-2%	-8%	1%
Nc1ccc2c(c1)C(=O)c1ccccc1C2=O	·	-7%	3%	17%&-2%	·	-21	·	-1%	54%[activator]
COc1cc(OC)c(C(=O)CCCN2CCCC2)c(OC)c1	-1%	15%	-5%	-2%[21 µM]	14%	-7	-9%	-3%	-9%
O=C(c1ccc(Cl)cc1)C1CCN(C(=O)N2CCOCC2)CC1	0%	2%	6%	5%	19%	-1	-11%	-2%	-2%[58.9 µM]
O=C(NC1CCCCC1)c1ccc([N+](=O)[O-])o1	-1%	-10%	-1%	-1%	11%	17	5%	-17%	154%[activator]
Cc1ccc(S(=O)(=O)CCC(=O)OCC(=O)NC(C)c2ccc(F)cc2)cc1 (stereo not given)	·	-4%	-6%	-10%	·	7	·	-12%	43%[activator]
COc1cccc(CNC(=O)N[C@@H](C)C(=O)O)c1	-5%	2%	i	2%	10%	-1	-1%	1%	15%
O=C(c1cc2ccccc2oc1=O)N(Cc1cccs1)Cc1cccs1	-2%	-7%	i	1%	13%	-3	2%	-13%	12%
COc1ccc(C(=O)/C=C/c2cccs2)c(OC(=O)c2cccc([N+](=O)[O-])c2)c1	-5%	-13%	-7%	-4%	2%	7	-9%	-19%	18%
CC(NC(=O)C1CSC2(C)CCC(=O)N12)c1ccccc1Cl (stereo not given)	·	-11%	10%	-17%	·	1	·	-9%	71%[activator]
Nc1nc(SCC(=O)N2CCCC2)[nH]c(=O)c1NC(=O)c1cccs1	-1%	-9%	-17%	2%	-20%	7	11%	-16%	-18%
O=S1(=O)CC(O)C(Nc2ccc(Cl)cc2)C1 (stereo not given)	0%	-5%	3%	-12%	3%	-8	7%	-7%	-3%
O=C(c1ccco1)N1CCN(Cc2c(Cl)cccc2Cl)CC1	-2%	0%	-4%	11%	3%	1	-7%	8%	9%
COc1ccc(-n2cnnc2SCC(=O)Nc2cc(C)on2)cc1	-3%	-4%	9%	-8%	?	-16	-8%	-21%	6%
O=C(Nc1cccc2ncccc12)c1cccnc1	0%	-14%	3%	-10%	0%	-3	11%	-2%	2%
CCOC(=O)CN1C(=O)N[C@@H](c2ccco2)C(C(C)=O)=C1C	-1%[12.4 µM]	2%	-7%	-5%[12.4 µM]	·	·	·	-12%	14%

Ordered by SMILES length (smallest number first): some entries from above.
SMILES	BLM inh	Pol kappa inh	PGK inhibitor	APE1 inh	Pol beta inh	RXFP1 antag	Anesthetic bind	Pol eta inh	Pol iota inh
O=S1(=O)CC(O)C(Nc2ccc(Cl)cc2)C1 (stereo not given)	0%	-5%	3%	-12%	3%	-8	7%	-7%	-3%
O=C(c1ccco1)N1CCN(Cc2c(Cl)cccc2Cl)CC1	-2%	0%	-4%	11%	3%	1	-7%	8%	9%
Nc1nc(SCC(=O)N2CCCC2)[nH]c(=O)c1NC(=O)c1cccs1	-1%	-9%	-17%	2%	-20%	7	11%	-16%	-18%

Next part
SMILES	BLM inh	Pol kappa inh	PGK inhibitor	APE1 inh	Pol beta inh	RXFP1 antag	Anesthetic bind	Pol eta inh	Pol iota inh
O=C(O)c1cccc([N+](=O)[O-])c1C(=O)Nc1ccc2ccccc2c1	1%	7%	-3%	-13%	34%[activator]	·	-20%	-1%	15%
COc1cc2c(=O)c(S(=O)(=O)c3ccc(C(C)C)cc3)cn(Cc3ccccc3C)c2cc1OC	-9%	-5%	-12%	·	48%	·	-19%	-6%	-13%
O=C(Nc1cccc(C(F)(F)F)c1)c1cc[n+]([O-])cc1	-2%	-12%	-1%	9%	24%	4	11%	-7%	29%
CCOc1ccccc1CNC(=O)C1=C(C)C(=O)OC12CCN(C(C)=O)CC2	2%	-6%	0%	·	-16%	4	-3%	-7%	-5%
Cc1cccc(N=Nc2cn[nH]c2-c2ccco2)c1	-4%	-5%	4%	22%	12%	-13	-11%	-1%	67%[activator]
COc1ccc(CNC(=S)Nc2cccc(F)c2)cc1	2%	-6%	-10%	6%	-10%	-6	-2%	-16%	147%[activator]
O=S(=O)(Nc1ccc(Cl)c(C(F)(F)F)c1)c1cnc[nH]1	-3%	-9%	7%	3%	15%	11	-3%	-3%	9%
Cc1cc(Cl)c(OCCCn2cncn2)c(Br)c1	3%	-10%	-3%	3%	-1%	1	-10%	7%	14%
O=C1c2ccccc2-c2c1cccc2C(=O)N1CCN(C(=O)c2ccco2)CC1	-1%	-8%	0%	-1%	3%	-1	-17%	-16%	5%
C=CCn1c(=N)n(CC(=O)c2cccc([N+](=O)[O-])c2)c2ccccc21	1%	-2%	-7%	12%	?	-8	-11%	-18%	185%[activator]
CN(CCOc1ccc(Cl)cc1)CC(=O)Nc1ccc(OC(F)(F)F)cc1	-14%	-16%[60.1 µM]	-3%	-21%	4%	-10	5%	-6%	?
CCOC(=O)c1sc(Nc2nc3cc4c(cc3s2)OCO4)cc1C	-18%	-5%	-5%	?	35µM*	-18	145%[activator]	?	11%

The list is partial; count on the stated rates, not on these rows.
